# Dyrk1A ADPGlo: inhibitors of rat Dyrk1A kinase; ADP-Glo luminescence, NFATc1 peptide; inhibition, % at 12.5 µM; 310,000 compounds, 0.43% hits; Q63470; in the data active = inhibition above about 50%;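 note: plate controls were vehicle with enzyme for no effect and no enzyme for full effect; many of its hits are not listed in these tables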
# KCNK3 inh: human KCNK3 channel inhibition, primary screen; O14649; CHO-KCNK3 thallium flux, FluxOR fluorescence; hits give low values; B-score at 10 µM; 340,000 compounds, 0.84% hits; AID 602410;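 active = B-score under library mean minus 4 SD, starting fluorescence ratio at most library mean plus 5 SD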;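 note: more negative B-score means stronger inhibition of thallium flux through KCNK3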
# Target sequence (O14649 whole entry, looked up): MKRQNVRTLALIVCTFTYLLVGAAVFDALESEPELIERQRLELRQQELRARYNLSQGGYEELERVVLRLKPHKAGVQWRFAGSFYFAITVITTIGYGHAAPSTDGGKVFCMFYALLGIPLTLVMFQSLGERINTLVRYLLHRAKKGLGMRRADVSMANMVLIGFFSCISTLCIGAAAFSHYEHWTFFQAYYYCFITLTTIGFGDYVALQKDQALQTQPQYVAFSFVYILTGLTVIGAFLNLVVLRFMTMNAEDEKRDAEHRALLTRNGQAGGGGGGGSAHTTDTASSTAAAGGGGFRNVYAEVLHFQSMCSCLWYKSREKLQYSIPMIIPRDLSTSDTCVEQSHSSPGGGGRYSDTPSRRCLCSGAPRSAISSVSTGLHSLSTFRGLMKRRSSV
# GSK3beta inhib: blocks human GSK3beta kinase activity; P49841; GST-GSK3beta kinase, ADP-Glo luminescence, 60 min; hits give low values; activity score (negative = inhibition), % at 10 µM; 300,000 compounds, 0.038% hits; AID 2097;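 active = more than half of replicate wells score below -50%, meaning over 50% inhibition versus plate controls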;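 note: 0% = median DMSO wells and -100% = median GW8510 positive control wells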
# Target sequence (P49841 whole entry, looked up): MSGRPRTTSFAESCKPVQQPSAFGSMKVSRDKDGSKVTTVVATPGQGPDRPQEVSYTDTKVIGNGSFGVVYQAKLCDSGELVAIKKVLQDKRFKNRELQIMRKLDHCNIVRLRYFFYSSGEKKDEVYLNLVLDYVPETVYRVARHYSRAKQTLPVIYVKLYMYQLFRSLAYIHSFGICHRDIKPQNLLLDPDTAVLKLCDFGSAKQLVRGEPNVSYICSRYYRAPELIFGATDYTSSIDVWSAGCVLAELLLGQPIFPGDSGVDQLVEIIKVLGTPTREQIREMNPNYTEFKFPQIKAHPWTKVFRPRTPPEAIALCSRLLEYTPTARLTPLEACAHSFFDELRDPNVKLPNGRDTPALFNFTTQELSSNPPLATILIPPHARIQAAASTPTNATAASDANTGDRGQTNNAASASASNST
#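 Test system: GST-fused GSK3beta enzyme, cell-free | Quantity: 1.6 ng GST-GSK3beta enzyme per well | Reagent: 25 µM ATP with peptide substrate | Schedule: 60 min enzyme reaction, room temperature | Signal: Luminescent ADP-Glo measurement of ADP formed | Read-out basis: Score relative to plate controls | Control set: DMSO and 20 µM GW8510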
# PolyA inhibitor: blocks polyadenylation in yeast reporter cells; S. cerevisiae SKY197-pL101 polyadenylation reporter, beta-gal luminescence; efflux-impaired pdr1/pdr3 knockout yeast; score 100 = 6 SD above DMSO; calls only at 12 µM; 300,000 compounds, 0.02% hits;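 active = lowest replicate activity score at least 50, where 100 means six control SD above control mean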;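 note: yeast exposed to compound for 9 h at 30 °C; higher score means more reporter readthrough which indicates perturbed polyadenylation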
# KCNQ1 act: human KCNQ1 channel potentiation or activation | CHO-K1 KCNQ1, thallium flux FluxOR fluorescence; hits give high values | B-score at 10 µM | 310,000 compounds, 0.35% hits;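 active = fluorescence ratio B-score, a plate-corrected score, at least three library SD, with initial intensity B-score within 5 SD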
#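 Assay system: CHO-K1 cells stably expressing KCNQ1; Medium: assay buffer with matched DMSO; Also added: K+/Tl+ depolarizing stimulus; Dosing: single dose; Timing: dye 90 min, compound 20 min, room temperature; Measured by: kinetic FluxOR thallium fluorescence, 10-s 1-Hz baseline, 110-s post-stimulus read; Read-out: peak-minus-minimum fluorescence over initial fluorescence, negative-control normalized, B-scored.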
# KCNQ1 inh: blocks the human KCNQ1 potassium channel; P51787; CHO-K1 KCNQ1, FluxOR thallium flux fluorescence; hits give high values; B-score at 10 µM; 310,000 compounds, 1.3% hits;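 active = compounds whose thallium flux B-score, printed positive for inhibition, exceeds three library SD while starting fluorescence stays within three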;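 note: channel opened by potassium depolarization with thallium stimulus after 20 min compound exposure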
# GSK3A inh: human GSK-3 alpha kinase inhibition; P49840; ADP-Glo luminescence, 60 min; inhibition, % at 10 µM; 320,000 compounds, 0.1% hits; AID 2650;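 in the data active = inhibition above about 50%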;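 note: GST-tagged GSK-3 alpha with peptide substrate and 25 µM ATP; 0% = DMSO neutral wells and 100% = GW8510 positive control wells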
# RGS4 act: RGS4 potentiation or activation. HEK293 M3R/inducible RGS4, carbachol calcium flux Fluo4; hits give low values. B-score at 10 µM. 310,000 compounds, 0.92% hits;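 active = B-score of the integrated calcium signal more than 4 SD below the library mean, with starting fluorescence not abnormally high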;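 note: negative B-score means reduced calcium response which marks RGS4 activation or potentiation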
#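 Assay system: Inducible-RGS4 HEK293 cells carrying M3 receptor | Schedule: Compound preincubation 20 min at room temperature before agonist | Signal: Kinetic calcium fluorescence imaging with Fluo4-AM dye, 2 µM | Read-out basis: B score from integrated fluorescence ratio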
# RGS4 block: inhibitors of human RGS4; B-score at 10 µM; HEK293 M3R/RGS4 inducible, Fluo-4 calcium flux; hits give high values; triggered by carbachol at its EC20; P49798; 310,000 compounds, 0.45% hits;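 active = B-score, a plate-corrected calcium signal, over three deviations above library mean, with baseline fluorescence within five deviations of library mean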;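 note: RGS4 expression induced by doxycycline in cells with stable M3 receptor; B-score is computed from the integrated fluorescence ratio over baseline after carbachol; higher B-score means a larger calcium signal and so more RGS4 inhibition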
# Target sequence (P49798 whole entry, looked up): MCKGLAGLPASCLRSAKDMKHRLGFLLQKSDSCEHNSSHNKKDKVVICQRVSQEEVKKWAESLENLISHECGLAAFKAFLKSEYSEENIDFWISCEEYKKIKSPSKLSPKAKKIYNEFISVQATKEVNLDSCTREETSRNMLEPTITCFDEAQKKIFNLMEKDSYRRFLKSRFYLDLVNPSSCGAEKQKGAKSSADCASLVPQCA
# KCNK9 block: blocks the human KCNK9 two-pore domain potassium channel; HEK293 KCNK9, FluxOR thallium flux fluorescence; hits give low values; B-score at 10 µM; 310,000 compounds, 1.2% hits;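 active = ratio B-score over 3 SD below the library mean, with starting fluorescence within 5 SD of its mean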;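 note: negative B-score means less thallium flux so channel inhibition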
# hERG protect: shields human hERG channel from block by proarrhythmic agents; Q12809; CHO-hERG, FluxOR thallium flux, dofetilide IC70 present; activation (rescue from dofetilide block), less the hit threshold, % at 10 µM; 310,000 compounds, 0.51% hits; AID 1511;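 active = activation above the mean of controls blocked by dofetilide plus 5 SD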;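 note: thallium influx through hERG after potassium depolarization seen as dye fluorescence rise; in these data hits start at about 4.7%; inactives centre near -7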
# Numbers without * were called inactive; i = inactive; . = no result given. Some of the compounds tested. The share of hits here may be higher or lower than overall.
compound	RGS4 act	PolyA inhibitor	RGS4 block	GSK3beta inhib	hERG protect	KCNK3 inh	Dyrk1A ADPGlo	GSK3A inh	KCNK9 block	KCNQ1 act	KCNQ1 inh
Cc1cccc(NC(=O)c2cccc(NS(=O)(=O)c3ccc(Cl)cc3)c2)c1	i	i	i	-2	-18	i	3	1	i	i	10*
NC(=O)Nc1ccc2c(c1)OCCO2	i	i	i	3	-3	i	10	0	i	i	i
O=C1c2ccccc2-c2c1cccc2C(=O)N1CCOCC1	i	i	i	0	-5	i	24	0	i	i	i
Cc1ccc(-n2cc(C(=O)c3ccc4ccccc4c3O)cn2)cc1	i	i	i	3	-13	i	-3	-8	i	i	i
COC(=O)c1ccccc1NC(=O)CN(CCc1ccccc1)S(C)(=O)=O	i	i	i	1	-11	i	-4	-4	i	i	i
FC(F)(F)c1cc(Cl)c2nnc(-c3cccnc3)n2c1	i	i	i	2	-5	i	-2	0	i	i	i
Cc1ccc2nc(C3CCCN(C(=S)Nc4cccc(C)c4C)C3)[nH]c2c1 (stereo not drawn)	i	i	i	0	-5	i	.	-3	i	i	i
CN1CCN(NC(=O)CN(C)S(=O)(=O)c2cc(Cl)ccc2Cl)CC1	i	i	i	-1	4	i	1	1	i	i	i
Cc1oc2cc3oc(=O)c(CCC(=O)NCCCC(=O)O)c(C)c3cc2c1C	i	i	i	-3	-6	i	-2	-1	i	i	i
O=C(NCc1cccnc1)c1ccccn1	i	i	i	2	-2	i	5	-2	i	i	i
Cc1ccc(NS(=O)(=O)c2cc3c4c(cccc4c2)C(=O)NC3=O)cc1C	i	i	i	3	-15	i	-2	0	i	i	i
CC(C)NC(=O)NC(=O)CSc1nnc(COc2ccccc2Cl)o1	.	i	.	2	.	i	-6	1	.	.	.
CC(C)NC(=O)c1ccc(S(=O)(=O)N(C)C)cc1	i	.	i	-2	-3	i	-7	0	i	i	i
N#CCSc1nnc(COc2cccc3ccccc23)n1-c1ccccc1	i	.	i	-3	-15	i	1	1	i	i	i
CN(C(=O)CO/N=C/c1ccc(Cl)cc1)c1ccccc1	i	i	i	-1	-3	i	.	-3	i	i	i

compound	RGS4 act	PolyA inhibitor	RGS4 block	GSK3beta inhib	hERG protect	KCNK3 inh	Dyrk1A ADPGlo	GSK3A inh	KCNK9 block	KCNQ1 act	KCNQ1 inh
CCc1cccc(C)c1NC(=O)c1ccc(CN2CCc3ccccc3C2)cc1	i	i	i	3	-9	i	-5	0	i	i	i
CC1CCCN(CC(O)COCc2ccccc2)C1 (stereo not drawn)	i	i	i	1	-7	i	3	1	i	i	i
CC(C)C(=O)Nc1nc2cc3c(cc2s1)OCO3	i	i	i	-1	-9	i	36	-1	i	i	i
CCOC(=O)C1(CCCc2ccccc2)CCN(C(=O)c2cnn(CC)c2)CC1	i	i	i	2	-18	i	5	2	i	i	i
O=C(NCC(=O)N1CCN(c2ccccc2F)CC1)c1ccco1	i	i	i	1	-8	i	2	.	i	i	i
O=C(Cn1c(=O)oc2ccccc21)N1CCOCC1	i	i	i	-3	-12	i	8	.	i	i	i
O=C(C1CCCN(S(=O)(=O)c2ccc(Cl)cc2)C1)N(Cc1cccs1)C1CC1 (stereo not drawn)	i	i	i	0	-12	i	12	3	i	i	i
CC(C)(C)NC(=O)CSC(=Nc1ccccc1F)NC#N	i	i	i	1	0	i	8	1	i	i	i
Cc1ccc(NC(=O)[C@H](CC(C)C)NC(=O)[C@@H]2Cc3ccccc3CN2)cc1	i	i	i	3	-11	i	7	-5	i	i	i
O=C(CSc1nnc(NC(=O)c2ccccc2[N+](=O)[O-])s1)NCc1ccco1	i	i	i	-3	-4	i	-12	3	i	i	i
OC(COc1ccccc1F)CN1CCC(Cc2ccccc2)CC1 (stereo not drawn)	i	i	i	3	-5	i	9	-3	i	i	i
COCCCNC(=O)C1CCC(=O)N1Cc1ccccc1Cl (stereo not drawn)	i	i	i	0	-3	i	9	-2	i	i	i
CCCN(CCC)C(=O)CC(c1ccccc1)c1cc(Br)ccc1O (stereo not drawn)	i	.	i	0	-12	i	27	1	-13*	i	i
FC(F)(F)c1cccc(CNC(=S)Nc2ccccc2)c1	i	i	i	2	-13	i	4	0	i	i	8*
CC(=O)c1ccc(NC(=O)CCCC(=O)c2ccccc2)cc1	i	i	i	-7	-7	i	-3	-1	i	i	i

compound	RGS4 act	PolyA inhibitor	RGS4 block	GSK3beta inhib	hERG protect	KCNK3 inh	Dyrk1A ADPGlo	GSK3A inh	KCNK9 block	KCNQ1 act	KCNQ1 inh
COC(=O)Cc1c(C)c2ccc(OCC(=O)N3CCCC3)c(C)c2oc1=O	i	i	i	1	-3	i	3	-1	i	i	i
CN(C(=O)c1ccc(Cl)cc1)C1=CCCCC1CCC#N (stereo not drawn)	i	i	i	1	-11	i	-1	-2	i	i	i
O=C(c1cc(COc2c(F)cccc2F)on1)N(Cc1ccccc1)CC1CC1	i	i	i	5	-6	i	0	-1	i	i	i
NC(=O)C1CCN(C(=S)NCCc2ccccc2)CC1	i	i	i	2	0	i	.	-4	i	i	i
COc1ccc(OC)c(NC(=S)NCCC(c2ccccc2)c2ccccc2)c1	i	i	i	2	-7	i	2	-1	i	i	i
CC(=O)c1ccc(S(=O)(=O)N2CCCC(N(C)CCc3ccccc3)C2)cc1 (stereo not drawn)	i	i	i	1	-10	i	1	0	i	i	i
CCOC(=O)Cc1c(C)c2c(C)[nH]nc2oc1=O	i	i	i	-4	-6	i	2	1	i	i	i
CCOc1cccc(C(=O)NC(=S)Nc2ccccc2)c1	i	i	i	1	-5	i	-6	4	i	i	i
CCC(C)(C)NC(=O)CN(C(=O)c1snc(C(N)=O)c1N)c1ccc2c(c1)OCCO2	i	i	i	-1	0	i	-6	9	i	i	i
CCn1cc(S(=O)(=O)Nc2cc(C)ccc2F)cn1	i	i	i	0	-10	i	-10	2	i	i	i
CC1(C)Cc2c(C#N)c(N)n(-c3ccccc3)c(=O)c2CO1	i	i	i	2	-4	i	0	-4	i	i	i
COc1ccc(-c2csc(N3CCC(c4ccccc4)CC3)n2)cc1	i	i	i	-1	-15	i	0	-3	i	i	i
CN(C(=O)c1ccccc1)c1nccnc1C#N	i	i	i	1	-9	i	-10	-4	i	i	i
O=C(CSc1nnc(Cc2ccccc2)n1-c1cccc(Cl)c1)NNC(=O)Cc1ccccc1	i	i	i	1	-4	i	-3	-3	i	i	i
CN(C)c1nnnn1-c1ccccc1Oc1ncc(C(F)(F)F)cc1Cl	i	i	i	1	-8	i	2	-5	i	i	i

compound	RGS4 act	PolyA inhibitor	RGS4 block	GSK3beta inhib	hERG protect	KCNK3 inh	Dyrk1A ADPGlo	GSK3A inh	KCNK9 block	KCNQ1 act	KCNQ1 inh
Cc1ccc(/C=C/c2nnc(-c3ccccc3)o2)cc1	i	i	i	-2	-1	i	6	-6	i	i	i
Nc1nnn(CC(=O)N/N=C/c2ccccc2)n1	i	i	i	3	-11	i	-7	-2	i	i	i
COc1ccc([C@@H]2[C@@H]3C(=O)N(C(C)(C)C)C(=O)[C@@H]3[C@]3(Cc4ccc(Cl)cc4)C(=O)N(c4ccc(Br)cc4)C(=O)N23)cc1	i	i	i	0	-8	i	0	-2	i	i	i
Cc1csc(CNC(=O)c2cc(COc3c(C)cccc3C)on2)n1	i	i	i	6	-11	i	2	-5	i	i	i
Cc1nc(-c2ccc(Cl)cc2)sc1C1(C)CC(c2ccc(Cl)cc2)=NO1 (stereo not drawn)	i	i	i	0	-8	i	0	-1	i	i	i
CC(=O)c1c(C)[nH]c(C(=O)Nc2ccc(F)c(F)c2F)c1C	i	i	i	-1	-4	i	3	-1	i	i	i
COc1ccccc1-n1c(SCC(=O)Nc2cccc(C(=O)O)c2)nnc1-c1ccccc1C	i	i	i	-2	-10	i	4	0	i	i	i
Cc1ccc(C(=O)N2CCCC(C(F)(F)F)C2)cc1S(=O)(=O)N1CCCCC1 (stereo not drawn)	i	i	i	0	-8	i	10	1	i	i	i
CC(C)(C)C(=O)Cn1ncc(Br)c(Br)c1=O	i	i	i	2	-26	i	-1	.	i	i	i
O=C(Nc1ccc(Oc2ncnc3cc(Cl)ccc23)nc1)c1cccs1	i	i	i	-2	-8	i	0	-1	i	i	i
O=C(CSc1nnnn1-c1ccccc1F)NNC(=O)c1ccco1	i	i	i	4	-7	i	-3	-2	i	i	i
CC(C)=CCN1CCN(Cc2ccc(C#CC(C)(C)O)cc2)CC1CCO (stereo not drawn)	i	i	i	-6	-11	i	-2	-1	i	i	i
O=C1COc2ccc(S(=O)(=O)CCC(=O)N3CCN(c4ccccc4)CC3)cc2N1	i	i	i	0	-11	i	-5	-1	i	i	i
CCCNc1nc(-c2cc(C(=O)Nc3ccccc3)on2)cc(C(C)C)n1	i	i	i	3	-6	i	0	-4	i	i	i
O=C1c2ccccc2C(=O)N1CC(=O)N1c2ccccc2CCc2ccccc21	i	i	i	1	-6	i	-2	-7	i	i	i

compound	RGS4 act	PolyA inhibitor	RGS4 block	GSK3beta inhib	hERG protect	KCNK3 inh	Dyrk1A ADPGlo	GSK3A inh	KCNK9 block	KCNQ1 act	KCNQ1 inh
Cc1ccc(OCCCCN2CCC(C)CC2)cc1	-7.2*	i	i	1	-8	i	-3	0	i	i	i
Cc1cc(=O)[nH]c(Nc2cccc(F)c2)n1	i	i	i	-4	-8	i	21	2	i	i	i
O=C(NCc1ccc(Cl)cc1)C(=O)NCC1OCCN1C(=O)c1cccs1 (stereo not drawn)	i	i	i	2	1	i	-4	-2	i	i	i
COc1ccc(-c2nc3scc(-c4ccc(OC)c(OC)c4)c3c(=O)o2)cc1	i	i	i	0	-6	i	-4	-4	i	i	i
COc1ccccc1N1CCN(C(=O)CN2C(=O)C3CCCCC3C2=O)CC1 (stereo not drawn)	i	i	i	1	-2	i	-3	-2	i	i	i
Cc1cc(SCC(=O)c2ccc(O)c(O)c2)n2nc(C)c(-c3ccccc3)c2n1	i	i	i	-4	-7	i	1	-3	i	i	i
COc1ccc2nc(N3CCC(O)CC3)c(C#N)cc2c1	i	i	i	-1	-8	i	10	3	i	i	i

# Source: PubChem BioAssay
